High-throughput results: PubChem BioAssay, Fisher Drug Discovery Resource Center
mcGAS RapidFire: mouse cGAS inhibition by mass spec; Q8C6L5; recombinant mouse cGAS, cGAMP by RapidFire MS; inhibition, % at 12.5 µM; 130,000 tested, 0.18% active; AID 1259397;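 active = inhibition of cGAS enzyme activity at or above 60%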;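 also: enzyme stimulated by 45 bp dsDNA with ATP and GTP substrates; cGAMP share of summed cGAMP plus half ATP and half GTP signals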
Target sequence (Q8C6L5 whole entry, looked up): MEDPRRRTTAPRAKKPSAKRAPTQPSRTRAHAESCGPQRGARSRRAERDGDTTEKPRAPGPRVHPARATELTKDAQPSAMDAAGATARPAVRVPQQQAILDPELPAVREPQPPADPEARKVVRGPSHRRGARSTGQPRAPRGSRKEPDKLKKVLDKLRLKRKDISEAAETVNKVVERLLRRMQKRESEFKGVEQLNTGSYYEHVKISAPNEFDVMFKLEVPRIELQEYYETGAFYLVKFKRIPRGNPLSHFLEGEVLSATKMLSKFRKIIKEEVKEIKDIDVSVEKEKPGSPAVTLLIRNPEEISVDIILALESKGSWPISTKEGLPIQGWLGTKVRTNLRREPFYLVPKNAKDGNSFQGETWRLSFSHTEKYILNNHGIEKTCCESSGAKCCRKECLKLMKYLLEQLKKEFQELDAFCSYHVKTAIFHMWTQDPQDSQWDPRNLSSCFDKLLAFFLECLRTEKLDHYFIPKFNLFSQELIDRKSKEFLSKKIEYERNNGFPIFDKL
An asterisk follows results filed as active; & = joins results of further samples. An excerpt. The share of hits here may be higher or lower than overall.

SMILES	mcGAS RapidFire
CC(CCc1ccco1)NC(=O)C1CC(=O)N(c2ccccc2Br)C1 (centres undefined)	-6
Cc1cc(C)nc(NCC2CCC2)n1	7
CCSCC(C)N(C)Cc1cnn(-c2ccccc2)n1 (centres undefined)	1
COc1cc(-c2cccc3ccnn23)ccc1NC(C)=O	-11
COc1ccccc1/C=C/C1=NC(=C\c2ccc(OC(C)=O)cc2)/C(=O)O1	-2
CN(C)CCCNc1nc2cc(-c3ccccc3CO)sc2c(=O)n1C	-11
O=C(/C=C/c1c(F)cccc1F)Nc1ccc(-c2nnco2)cc1	2
NC(=O)CCCNC(=O)CCc1cc(Br)cs1	0
CN(C)N=Nc1nc[nH]c1C(N)=O	1
COc1cc(C(=O)Nc2ccc3nc(NC(C)=O)sc3c2)cc(OC)c1OC	6
CCOC(=O)N1CCN(C2CCCN(C(=O)c3scc4c3CCCC4)C2)CC1 (centres undefined)	-4&-1
CCC(=O)Nc1cc(S(=O)(=O)N2CCOCC2)ccc1C	-1
CC(C)n1nnnc1SCC(=O)c1c(N)n(C2CC2)c(=O)[nH]c1=O	4
N#CC(C#N)=C/C(F)=C\C(C#N)C#N	10
CC1CCCN(C(=O)COc2ccccc2C(N)=O)C1 (centres undefined)	-11
CCN(Cc1ccc(Cl)cc1)C(=O)c1ccc(Cl)cn1	1
Cc1cc(N2CCCN(Cc3cnc(CC4CCCC4)[nH]3)CC2)ccn1	-5
Cc1ccc(CN2CC(C(=O)NCc3cc(C(C)C)on3)CC2=O)cc1 (centres undefined)	-15
COc1cccc(C2NS(=O)(=O)N=C3CCCCCN32)c1OC(F)F (centres undefined)	-13
O=C(Cn1cnnn1)NC1CCCN(Cc2c(F)cccc2F)C1 (centres undefined)	-12
CNC(=O)NC(=O)C(C)N1CCN(C(=O)c2ccoc2)CC1 (centres undefined)	-6
COc1ccc(OCc2nc3ccccc3c3ccccc23)c([N+](=O)[O-])c1	-7
O=C(c1ccco1)N(CCN1CCCCC1)CC1CCCN(C2CCCC2)C1 (centres undefined)	-13
O=C(CCCN1C(=O)c2cccc3cccc(c23)C1=O)NCCCO	-17
Cn1ncc(N2CC=C(c3ccc(O)cc3)CC2)c(Cl)c1=O	-3

As a working copy, some entries already given:
SMILES	mcGAS RapidFire
O=C(Cn1cnnn1)NC1CCCN(Cc2c(F)cccc2F)C1 (centres undefined)	-12
CNC(=O)NC(=O)C(C)N1CCN(C(=O)c2ccoc2)CC1 (centres undefined)	-6
COc1ccc(OCc2nc3ccccc3c3ccccc23)c([N+](=O)[O-])c1	-7
O=C(c1ccco1)N(CCN1CCCCC1)CC1CCCN(C2CCCC2)C1 (centres undefined)	-13

Remaining list, next part
SMILES	mcGAS RapidFire
Cc1noc(NS(=O)(=O)c2cccc3c(N(C)C)cccc23)c1C	-4
CCCC(=O)N1CCN(c2ccc(Nc3cc(C)ccn3)nn2)CC1	-6
NC(=O)CSc1ncnc2sccc12	1
Cc1nc(-c2cccnc2)[nH]c(=O)c1CC(=O)N1c2ccccc2CC1C (centres undefined)	9
N#CC(=C1NS(=O)(=O)c2ccccc21)c1nc2ccccc2n1Cc1ccccc1	-5
COCCn1c(=O)c2c(nc3n2CC(C)CN3c2ccc(F)cc2)n(C)c1=O (centres undefined)	-7
Cc1cc(C)cc(C(=O)NCCn2cc(SCC(N)=O)c3ccccc32)c1	-6
CSC1(CNC(=O)N2CCC3CCCCC32)CCOCC1 (centres undefined)	-5
C#Cc1cccc(NC(C)C(=O)NC(C)c2ccccc2)c1 (centres undefined)	-3
NC(=O)c1nc(CN2CCCC(CCc3ccccc3C(F)(F)F)C2)no1 (centres undefined)	-4
Cn1ncc(Cl)c1C(=O)Nc1nc2ccc(Cl)cc2s1	-7
COc1ccccc1S(=O)(=O)N(CCN(C)C)C1CCCC1	5
CCC(=O)N1CCCc2ccc(NC(=O)NCCCc3ccccc3)cc21	-10
O=C1CCC(C(=O)N2CCCCCCC2)CN1CCCc1ccccc1 (centres undefined)	0
CSc1ccc(Cn2c(C)c(C(=O)NCc3ccc4c(c3)OCO4)sc2=O)cc1	-11
CC(=O)N1CCc2cc(NC(=O)C3(C)CCN3Cc3ccoc3)ccc21 (centres undefined)	-2
NC(=O)c1csc(CNc2ccc(F)cc2)c1	0
CC(NC(=O)c1n[nH]c2c1CCC2)c1nc2c(s1)CCCC2 (centres undefined)	-42
CCOc1ccccc1CN1CCN(C2CCN(C(C)=O)CC2)CC1CCO (centres undefined)	2
CN1CCN(C(c2ccc(F)cc2)c2ccc3cccnc3c2O)CC1 (centres undefined)	8
CCn1nnc2c(=O)n(Cc3cc(OC)cc(OC)c3)cnc21	-3
Cc1c(C(=O)NCC2CCC2)sc2nc(C(F)(F)F)ccc12	-3
COc1cc(NC(=O)c2ccc3c(c2)C(=O)N(Cc2cccnc2)C3=O)c(C(=O)O)cc1OC	-8
CCOC(=O)C1CCCN(CC(=O)N2N=C(c3ccc(C)c(C)c3)CC2c2cc(OC)ccc2OC)C1 (centres undefined)	-8
COc1ccccc1C(C)NC(=O)c1c(C)oc(-n2cccc2)c1C#N (centres undefined)	-5

Continuation.
SMILES	mcGAS RapidFire
Cc1ccc(-n2ncc3c(=O)n(NC(=O)c4ccc(OC(C)C)cc4)cnc32)cc1C	-2
CC(C)CCCC1CN(C(=O)CCc2cn[nH]c2)CCO1 (centres undefined)	-7
Cc1ccc(CN2CCNC(=O)C2CC(=O)O)o1 (centres undefined)	-8
O=C(CSCc1ccccc1Cl)N1C[C@H](O)[C@@H](N2CCOCC2)C1	-11
CC1CCCCN1C1CN(c2ccnc(C(=O)NCc3ccco3)c2)C1 (centres undefined)	0
COc1ccc(OCC2CN(C(=O)c3cccc(OC)c3C)CCO2)cc1 (centres undefined)	-3
CC1CN(C(=O)C(C)N2CCCC(Cn3cncn3)C2)CC(C)O1 (centres undefined)	-3
Cc1nnc(NC(=O)c2cc(=O)c(OCc3ccccc3)co2)s1	3
COc1ccccc1CCNC(=O)c1ccc(Cn2c(C)nc3ccccc32)o1	-11
O=C(Cn1c(=O)oc2ccccc21)NC(c1ccc(F)cc1)c1cccs1 (centres undefined)	-5
Cc1nc2cc(NC(=O)C3(C)CCN(C)C3)ccc2o1 (centres undefined)	-7
CN(C)CC(C)(C)CNC(=O)C1CCN(C(=O)c2noc(-c3cccc(F)c3)n2)CC1	-3
Cc1nc(-c2ccccc2)ncc1C(=O)N1CC[C@@H]2CC[C@H](C1)N2C	-36
C=C(C)Cn1c(=O)c2c(nc3n2CCN3c2ccc(OCC)cc2)n(C)c1=O	-5
CCN1CC(CN(C)C(=O)c2cc(Cn3nc(C)cc3C)[nH]n2)CC1=O (centres undefined)	1
CN(C)c1ccc(CNC(=O)c2cc(Br)c[nH]2)cc1	-15
CCOc1cc(CNc2nn[nH]n2)ccc1OCc1ccccc1Cl	-12
CCc1ccccc1OCCN(C)C(=O)c1ccc(-n2cnnn2)cc1	-23
CCn1c(C2CCN(C(=O)c3ccc(C4CCCN4)s3)CC2)n[nH]c1=O (centres undefined)	-17
CN1CCC2(CC1)CN(C(=O)CC1NC(=O)c3ccccc31)CCN2C (centres undefined)	-10
CC1CCCN(CC(=O)Nc2ccc(N3CCCC3)cc2)C1 (centres undefined)	-10
C=CCC1(O)C(C)C(c2ccccc2)N(C)C(c2ccccc2)C1C (centres undefined)	-2
O=C1N=c2ccc(Br)cc2=C1c1sc(NS(=O)(=O)Cc2ccccc2)nc1O	11
COc1ccc(-c2cn3nc(SCC(=O)N4CCc5ccccc54)ccc3n2)cc1	-10
c1cnc(Oc2cccc(CNC3CCCCCC3)c2)nc1	-32

Next section, overlapping the part above by 2 compounds.
SMILES	mcGAS RapidFire
COc1ccc(-c2cn3nc(SCC(=O)N4CCc5ccccc54)ccc3n2)cc1	-10
c1cnc(Oc2cccc(CNC3CCCCCC3)c2)nc1	-32
C#CCSc1nnc(C)c(=O)[nH]1	-6
COc1ccc(C(C)=O)cc1CN1C(=O)C(CCc2ccccc2)ON=C1c1cnccn1 (centres undefined)	-10
O=S(=O)(c1ccc(Cl)s1)N1CCC(c2nc3ccccc3o2)CC1	-1
O=[N+]([O-])c1cc2c(cc1/C=N\Nc1nc(-c3ccccc3)c3cc(Br)ccc3n1)OCO2	-6
Cc1ccnc(Nc2ccc(N3CCN(C(=O)C4CCCO4)CC3)nn2)c1 (centres undefined)	-7
CN(Cc1ccc2ccccc2c1)C(=O)c1ccc(=O)[nH]n1	1
CCC(O)(C#CCN1CCOCC1)CC	-7
Cc1nc2c3ccccc3nn2c(C)c1CCC(=O)NC(C)c1ccc(F)cc1F (centres undefined)	-2
C[C@H](C(=O)NCC1CCOCC1)N1Cc2ccc(N3CCOCC3)nc2C1=O	3
Cc1cc(C(=O)N(Cc2ccccn2)c2nc3ccccc3s2)no1	-4
O=C(CN1CCN(c2ccc(F)c(F)c2)C1=O)NCCC(c1ccccc1)c1ccccc1	-7
Cc1nn(CCO)cc1CN1CCNC(C(=O)N2CCCC2)C1 (centres undefined)	-29
O=C(CCc1nnc(Cc2c[nH]c3ccccc23)o1)N1CCCCC1CCc1ccccn1 (centres undefined)	-11
COc1cc(C(=O)O)c(N)cc1OC(F)F	-2
O=C(Cn1cncn1)NCc1ccccc1Sc1ccccc1	-12
CCN(C(=O)c1sc(Cc2ccc(F)cc2)nc1C)C(C)c1cccc(O)c1 (centres undefined)	0
Cc1ccc(C(=O)N(Cc2cccc(F)c2)c2ccc(CC(=O)O)cc2)cc1	3
COCCC(=O)N1CCC(Oc2ccc(C(=O)NC3CCc4ccccc43)cc2)CC1 (centres undefined)	-5
O=C(c1ccccc1-c1ncc[nH]1)N(Cc1ccco1)Cc1cccs1	-3
COc1ccc(C2CC(c3cccnc3)=Nc3nnnn32)c(OC)c1 (centres undefined)	-2
Fc1ccccc1-n1cnn(CN2CCOCC2)c1=S	-6
Fc1cccc(-c2cnnc(N[C@@H]3C[C@H]3c3ccccc3)n2)c1	-6
Cc1noc(C)c1C(=O)Nc1nc2ccc(SC(F)F)cc2s1	1
CC(C)C(=O)Nc1ccc(SCC(=O)OCc2ccccc2)nn1	5
CC1CCN(Cc2nnnn2CCCC(=O)NCCc2cscn2)CC1	-2

(listing goes on)
SMILES	mcGAS RapidFire
COC(=O)C(C(=O)OC)C12C3C4C1C1C2C3C1(Br)C41OCCO1 (centres undefined)	-10
CCOc1ccc(NC(=O)CC(C)O)cc1 (centres undefined)	3
O=C1CCC(C(=O)N2CCC(OCc3ccccc3)CC2)CN1CCN1CCOCC1 (centres undefined)	-5
O=C(/C=C/c1cccc(Br)c1)N(C1CCCC1)C1CCS(=O)(=O)C1 (centres undefined)	3
Cc1ccc2nc(NC(=O)Cc3cccc4ccccc34)sc2c1	-8
CC(C)c1cncnc1N1CCCC2(C1)C(=O)N(C)c1ccccc12 (centres undefined)	-27
CC(NC(=O)Cn1nnnc1CN1CCCCCC1)c1cnn(-c2ccccc2)c1 (centres undefined)	-14&-2
Cc1ccc(-n2ncc3c(=O)n(NC(=O)Cc4ccccc4)cnc32)cc1	-1
O=C(N=Nc1c(O)[nH]c2ccc(Br)cc12)C1COc2ccccc2O1 (centres undefined)	-11
Nc1nccnc1C(=O)N1CCCN(Cc2ccc(F)cc2)CC1	-8
Cc1ccc(-n2nnc3c(=O)n(CC(=O)OCc4ccccc4)cnc32)cc1	8
Cc1noc(C)c1C(=O)N1CCC1(C)C(=O)NS(=O)(=O)c1cccc(OC(F)F)c1 (centres undefined)	-10
COc1cc(NC(=O)CCC2CCCC2)cc(-n2cnnn2)c1	-33
O=c1cc(-c2ccccc2Cl)nc(-c2cccc(CN3CCCNCC3)c2)[nH]1	-3
Cc1cnc(NCc2ccccc2CN(C)C)nc1N(C)C	-10
CCCNCC(=O)Nc1cc(-c2ccccc2)nn1-c1ccc(C)cc1	-8
O=C(O)C1CCN(C(=O)c2ccco2)CC1	-5
CNc1c(NC(=O)c2sc3ccccc3c2Cl)c(=O)oc2ccccc12	-5
COc1cc(OC)c(C2=NOC3(CC(=O)N(c4cccc(Cl)c4)C3=O)C2)cc1OC (centres undefined)	-6
Cc1cc(C(=O)N(CCCN(C)C)c2nc3ccc(F)cc3s2)on1	-4
O=C(NCc1ccccn1)c1cccc(OC2CCN(C(=O)Cn3cncn3)CC2)c1	-2
O=C(O)CC(C(=O)O)C1SC(=O)NC1=O (centres undefined)	-45
CCCNC(=O)CC1Sc2ccc(C(F)(F)F)cc2NC1=O (centres undefined)	-10
Cc1ccc(C(=O)Nc2cc(NC(=O)CCN3CCCCO3)ccc2C)cc1	-10
Cc1cc(S(=O)(=O)N2CCN(c3cccc(C)c3C)CC2)ccc1F	-3
C[C@@]1(O)CCN(C(=O)c2ccc(=O)[nH]c2)C[C@@H]1Cc1ccccc1	-29
CN(C)c1ncc(CN2CCCC(CO)(Cc3cccc(Cl)c3)C2)s1 (centres undefined)	-8
O=C(NCc1ccccn1)C1CCN(S(=O)(=O)NCc2ccccc2)CC1	-8
CCn1nc(C)c(NC(=O)CN(C)C(C)c2ccc3c(c2)OCCO3)c1C (centres undefined)	-8

4 entries picked at random from the list so far:
SMILES	mcGAS RapidFire
Cc1ccc2nc(NC(=O)Cc3cccc4ccccc34)sc2c1	-8
CCCNCC(=O)Nc1cc(-c2ccccc2)nn1-c1ccc(C)cc1	-8
C[C@@]1(O)CCN(C(=O)c2ccc(=O)[nH]c2)C[C@@H]1Cc1ccccc1	-29
O=C(O)C1CCN(C(=O)c2ccco2)CC1	-5

Structures listed so far with a nitro group on carbon, in the order listed:
SMILES	mcGAS RapidFire
COc1ccc(OCc2nc3ccccc3c3ccccc23)c([N+](=O)[O-])c1	-7
O=[N+]([O-])c1cc2c(cc1/C=N\Nc1nc(-c3ccccc3)c3cc(Br)ccc3n1)OCO2	-6
